Compound activity (PubChem BioAssay)
GAA glycogen mod: GAA glycogen-cleavage inhibition or activation | P10253 | recombinant GAA, glycogen substrate, Amplex Red glucose oxidase fluorescence | Potency, µM (doses to about 76.4 µM), without a hit: at the highest dose activity change, negative = inhibition, actives largely listed as inhibitors | actives 0.38% (n = 300,000) | AID 2100;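 also: 0% = full enzyme reaction and -100% = no-enzyme basal signal; the screen sought inhibitors and activators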
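qHTS, 1536-well; enzyme 4 nM final; cpd up to 77 uM; substrate bovine liver glycogen 30 ug; 50 mM citrate/phosphate pH 5.0, 0.01% Tween-20; 37 C, 40 min; Amplex Red detection 45 min RT; Hill fit → AC50.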
Tau fibril FP: inhibitors of human tau fibril formation | P10636 | K18 P301L tau heparin fibrillization, Alexa594 FP, 6 h | Potency, µM (top dose mostly 57.7 µM), for inactives: top-dose activity, negative = inhibition, hits mostly inhibitors | actives 0.39% (n = 280,000) | AID 1468; also: % is scaled to controls: 0 for no effect and ±100 for the full control effect; nearly all actives have a fitted effect of over 55% in size
Target sequence (P10636 561-689 P618L limits assumed): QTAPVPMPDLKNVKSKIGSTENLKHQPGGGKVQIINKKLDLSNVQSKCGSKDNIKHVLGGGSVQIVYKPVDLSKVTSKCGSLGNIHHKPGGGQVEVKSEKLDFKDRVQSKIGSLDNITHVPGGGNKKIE
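Compound effects on tau fibrillization are measured by Alexa 594 fluorescence polarization (ex 555, em 632 nm). K18 P301L tau is used at 15 uM with 0.24 uM labeled tracer, and 20 uM heparin induces aggregation over 6 hr at 37 C.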
GAA spleen mod: lysosomal alpha-glucosidase (human) modulation; AID 2112; human spleen homogenate, 4-MU-alpha-glucoside fluorescence; Potency, µM (doses to about 79.9 µM), for inactives: top-dose activity change, negative = inhibition, hits mostly inhibitors; actives 0.006% (n = 240,000); P10253;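 also: 0% = enzyme with vehicle and -100% = no enzyme basal signal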
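Compounds were titrated against alpha-glucosidase in spleen homogenate at pH 5.0, with 1 mM 4-methylumbelliferyl substrate for 40 min at 37 C. Reactions were quenched with pH 10 NaOH/glycine and fluorescence measured.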
GAA inhib: alpha-glucosidase (human) inhibition | P10253 | purified human GAA, 4-MU-alpha-glucoside fluorescence | actives 0.005% (n = 200,000) | Potency, µM (highest dose often 76.9 µM), for the others: at the highest dose activity change, negative = inhibition, actives largely listed as inhibitors;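 also: plate controls were uninhibited enzyme wells for no effect and no-enzyme background for full effect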
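Activity normalized between no-enzyme (basal) and enzyme-only wells. Conditions: 4 nM human enzyme, 400 uM fluorogenic substrate, citrate/phosphate pH 5.0 with Tween-20, 20 min room temperature, compounds up to 77 uM.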
Tau fluor counter: counter-screen for tau fibril formation inhibitors; tau K18 P301L Alexa594 fluorescence, heparin fibrillization; Potency, µM (titrated, usually from 57.7 µM), inactives show at the highest dose activity change, negative = decrease; actives 0.93% (n = 280,000); also: % is scaled to controls: 0 for no effect and ±100 for the full control effect; nearly all actives have a fitted effect of over 55% in size
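Human K18 P301L tau (15 uM unlabeled plus 0.24 uM Alexa 594-labeled, final) in 100 mM sodium acetate pH 7 was mixed with compound and 20 uM heparin and incubated 6 hr at 37 C.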
GLA spleen mod: alpha-galactosidase A (human) modulation. Potency, µM (series often up to 80 µM), inactives show at the highest dose activity change, negative = inhibition, usual class: inhibitors. human spleen homogenate, 4MU-alpha-Gal fluorescence, 40 min. P06280. actives 0.008% (n = 240,000);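 also: 0% = enzyme with vehicle and -100% = no enzyme basal signal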
Target sequence (P06280 32-429 limits assumed): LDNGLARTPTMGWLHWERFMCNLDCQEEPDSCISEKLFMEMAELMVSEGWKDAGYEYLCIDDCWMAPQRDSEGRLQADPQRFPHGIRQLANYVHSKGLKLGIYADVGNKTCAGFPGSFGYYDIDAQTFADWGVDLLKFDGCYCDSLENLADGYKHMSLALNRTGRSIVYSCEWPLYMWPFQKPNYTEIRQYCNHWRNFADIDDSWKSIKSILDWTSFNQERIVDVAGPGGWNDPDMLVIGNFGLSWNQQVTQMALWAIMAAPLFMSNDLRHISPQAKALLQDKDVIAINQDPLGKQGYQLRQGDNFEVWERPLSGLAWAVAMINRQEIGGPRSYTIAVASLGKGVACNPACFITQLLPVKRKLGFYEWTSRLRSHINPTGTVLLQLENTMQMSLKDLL
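Spleen homogenate 1 ug + cpd (titration) + 4-MU-alpha-D-galactopyranoside 1 mM; 37C 40 min; 50 mM citrate/phosphate pH 5.0, 0.01% Tween-20; stop pH 10; fluorescence 365/440; AC50 via Hill.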
HTT ATP protect: protects HTT-Q103 PC12 cells, measured by ATP | PC12 HTT-Q103 induced, cytoprotection, ATP luminescence, 40 h | actives 0.14% (n = 230,000) | Potency, µM (series often up to 56.4 µM), without a hit: cytoprotection (ATP increase), actives largely listed as activators;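 also: % of control where 0% means no effect; nearly all actives have a fitted effect of over 45% in size; toxic huntingtin expression switched on by the ecdysone agonist tebufenozide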
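Quantitative HTS on tebufenozide-induced (100 nM) PC12 cells expressing HTTQ103 exon 1–GFP; compounds tested as a concentration series; survival measured via cellular ATP.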
Tau ThT inhib: inhibitors of human tau fibril formation, thioflavin T binding | P10636 | recombinant tau K18 P301L (four-repeat tau fragment), heparin-induced fibrillization, ThT fluorescence | Potency, µM (doses to about 57.4 µM), without a hit: at the top dose activity, negative = inhibition, hits mostly inhibitors | actives 2.1% (n = 270,000) | AID 1460; also: % is scaled to controls: 0 for no effect and ±100 for the full control effect; nearly all actives have a fitted effect of over 55% in size
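K18 P301L tau (15 uM + 0.24 uM Alexa 594-tagged), heparin 20 uM, NaOAc pH 7, 6 h 37 C; ThT 30 uM, 1 h RT, ex 450/em 510 nm.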
* = called active by the depositor; ? = inconclusive; . = no result given; & = joins results of further samples; [ ] = another dose, or the depositor's remark. Calls follow the shape of the dose curve; as a rule, active = well fitted curve in the direction sought with a large enough effect; inconclusive = small, poorly fitted or top-dose-only effect, or another doubt; inactive = no such curve, though single readings can be large; an effect the other way counts as inactive or inconclusive. Potency is read from the fitted curve at half-maximal effect. An unsorted share of the library, and some 3.3% of all compounds hit somewhere here.

molecule | GAA spleen mod | GLA spleen mod | GAA glycogen mod | Tau ThT inhib | GAA inhib | Tau fluor counter | Tau fibril FP | HTT ATP protect
Cc1nc(Cl)c(S(N)(=O)=O)c(C)c1Cl | 7% | 0% | -6% | -1% | -8% | -3% | 6% | -11%
CN(CC(=O)NCc1ccncc1)S(=O)(=O)c1ccccc1 | -1% | -6% | -10% | -4% | -3% | -6% | -2% | -5%
COC(C[C@@H]1O[C@H]1[C@@H](O)[C@@H](C)OCc1ccccc1)OC | 2% | 6% | 2% | 3% | . | 3% | -4% | -17%[10 µM]
Cc1n[nH]c(C)c1Cc1c(F)cccc1Cl | 2% | 1% | 4% | . | . | -7% | -6% | 9%[10 µM]
COCCCn1c(SCC(=O)Nc2nnc(C)s2)nnc1-c1ccoc1C | 1% | -2% | 5% | -3% | -1%[15.4 µM] | 4% | 3% | -15%
CCCCCCCCCC(=O)OCC(O)CO (configuration not stated) | -18% | 6% | -20% | -6% | -4%[15.4 µM] | -11% | 4% | .
Cn1c(=O)n(/N=C/c2ccccc2)c2ccccc21 | 8% | 6% | -1% | -4% | -4% | -17% | 0% | .
Cc1ccc(OCCn2cnc3cc([N+](=O)[O-])ccc3c2=O)cc1 | 0% | 0% | -1% | ? | -3% | -26% | 16% | 1%[10 µM]
COc1ccc(N2CCN(C(=O)CCCCCn3c(=O)[nH]c4ccsc4c3=O)CC2)cc1 | 8% | 3% | -7% | ? | -9% | -18% | -1% | -7%
C=CCn1c(=S)[nH]c2nc3c(cc2c1=O)COC(C)(C)C3 | -5% | -4% | 12% | 0% | ? | 4% | 3% | 1%
CC1CC(C)(C)NCc2ccccc21 (configuration not stated) | -3% | 4% | -13% | ? | -11% | -17% | -15% | -26%
CC(=O)Nc1ccc(NC(=O)C2CCCN(c3ncccn3)C2)cc1 (configuration not stated) | -2% | 2% | -6% | -3% | -7% | -3% | -1% | 42%[10 µM]
O=C(CN1CCOCC1)Nc1c2c(nc3c1CCC3)CCC2 | -8% | 5% | 9% | -5% | 1% | 1% | -5% | -13%
CCOc1ccc(C2NC(=O)c3sc(=S)n(-c4ccccc4)c3N2)cc1 (configuration not stated) | -5% | 2% | 3% | -16% | -2% | -11% | -3% | .
CCOc1ccc(C2=NC(c3ccc(OC)cc3)=Nc3ccc(Cl)cc3N2)cc1 | . | . | -3%[76.3 µM] | ? | . | -29% | 0% | .
C[C@H]1C=C(C(=O)N2CCOCC2)O[C@@H](OCc2ccc(CO)cc2)C1 | 0% | -15% | 3% | ? | . | -15% | -7% | 0%[10 µM]
C[C@H]1CC2[C@@H]3CCC4=CC(=O)C=C[C@]4(C)[C@@]3(Cl)[C@@H](O)C[C@]2(C)[C@@]1(O)C(=O)CO (some centres not stated) | 1% | 21% | . | -16% | . | -27% | ? | .
COc1ccc(NC(=O)Cn2nc(Cc3cccnc3)c3ccccc3c2=O)c(OC)c1 | -1% | -7% | -7% | . | . | 10% | -3% | -4%[10 µM]
O=C(CCCn1c(=O)c2sccc2n(Cc2ccc(F)cc2Cl)c1=O)NCc1ccc2c(c1)OCO2 | . | . | 10%[76.3 µM] | 7% | . | -2% | -7% | .
CCOc1ccc(-c2nonc2NC(=O)c2ccc(C)cc2)cc1OCC | . | . | 16%[76.3 µM] | 2% | . | -4% | -11% | .
Cc1ccc(NC(=O)c2cc(S(=O)(=O)N3CCOCC3)ccc2F)c(C)c1 | -6% | 4% | 0% | -3% | -10% | -2% | 2% | -16%
Cc1ccc2c3c(c(SCC(=O)Nc4nccs4)nc2c1)CCCC3 | -5% | -6% | 6% | -1% | 4% | 0% | -1% | 2%
CCc1ccc(-c2nc3c(c(SCc4ccc(F)cc4)n2)Cc2c(CO)cnc(C)c2O3)cc1 | . | . | -1%[76.3 µM] | -9% | . | -8% | -2% | .
CCOC(=O)C1(Cc2ccc(Cl)cc2)CCN(Cc2ccon2)CC1 | -3% | 0% | 4% | -5% | -9% | -16% | -1% | 11%[10 µM]
CCC1=NN(S(=O)(=O)c2ccc(C)cc2)C(O)(C(F)(F)F)C1 (configuration not stated) | . | -5% | -4% | 1% | 0% | 2% | -1% | -12%
CC(=O)N(Cc1cc2c(C)cc(C)cc2[nH]c1=O)C1CCCCC1 | -12% | -7% | 2% | -4% | 1% | -1% | 1% | 0%
O=C1C/C(=C/NCc2ccccc2)C(=O)N1 | -2% | 1% | 0% | -7% | -4% | 5% | 0% | -1%
CCOc1ccc(CCNC(=O)c2nn(-c3ccc(OC)cc3)c(=O)c3c2c2ccccc2n3C)cc1OCC | . | . | -1%[76.3 µM] | -10% | . | -22% | -9% | .
CCOC(=O)Cc1nn(C)c(=O)c2ccccc12 | -11% | -5% | 7% | -10% | -21% | -5% | -1% | 2%[10 µM]
COc1ccc(C)cc1Cn1c(S(C)(=O)=O)nc2ccccc21 | -14% | 3% | -10% | -22% | 0% | -19% | 3% | 35%[10 µM]

A different layout for 5 compounds above.
Results follow in this order: GAA spleen mod | GLA spleen mod | GAA glycogen mod | Tau ThT inhib | GAA inhib | Tau fluor counter | Tau fibril FP | HTT ATP protect
- COc1ccc(N2CCN(C(=O)CCCCCn3c(=O)[nH]c4ccsc4c3=O)CC2)cc1
  8% | 3% | -7% | ? | -9% | -18% | -1% | -7%
- COc1ccc(C)cc1Cn1c(S(C)(=O)=O)nc2ccccc21
  -14% | 3% | -10% | -22% | 0% | -19% | 3% | 35%[10 µM]
- CCOc1ccc(C2=NC(c3ccc(OC)cc3)=Nc3ccc(Cl)cc3N2)cc1
  . | . | -3%[76.3 µM] | ? | . | -29% | 0% | .
- O=C(CN1CCOCC1)Nc1c2c(nc3c1CCC3)CCC2
  -8% | 5% | 9% | -5% | 1% | 1% | -5% | -13%
- C=CCn1c(=S)[nH]c2nc3c(cc2c1=O)COC(C)(C)C3
  -5% | -4% | 12% | 0% | ? | 4% | 3% | 1%

More results follow:
molecule | GAA spleen mod | GLA spleen mod | GAA glycogen mod | Tau ThT inhib | GAA inhib | Tau fluor counter | Tau fibril FP | HTT ATP protect
CC(OCc1ccccc1)C(NC(=O)OC(C)(C)C)C(=O)NCC1CCCO1 (configuration not stated) | -7% | 5% | -18% | -13% | -7% | -7% | -7% | -11%
Cc1ccc(S(=O)(=O)NCC2COc3ccccc3O2)cc1 (configuration not stated) | -9% | 3% | 7% | 3% | -7% | -3% | 3% | 4%[10 µM]
Cc1cc2nc(-c3cc(NC(=O)c4cc5ccccc5o4)ccc3Cl)oc2cc1C | . | . | -11%[76.3 µM] | 5% | . | ? | ? | .
O=C1CC(c2ccccc2)Cc2[nH]c(=O)c(-c3nc(-c4ccc(Cl)c(Cl)c4)cs3)cc21 (configuration not stated) | . | . | 13%[76.3 µM] | -13% | . | -29% | -6% | .
C=CCN1c2ccccc2[C@]23C[C@@H](C(=O)OC)N(S(=O)(=O)c4ccc(Br)cc4)C2=NC(C(=O)OC)=C(C(=O)OC)[C@H]13 | 10%[17.4 µM] | 2%[17.5 µM] | . | 3%[11.5 µM] | . | -4%[11.6 µM] | -8%[11.6 µM] | 7%[10 µM]
O=C(NCc1ccccn1)c1ccc(/C=N/O)nc1 | -2% | -10% | 12% | -10% | -5% | -8% | -12% | 0%
COc1ccc(/C(C)=N/NC(=O)CNC(=O)c2cccs2)cc1 | -4% | 1% | -7% | -15% | -7% | -4% | -4% | -31%[inhibitor]
CCN(CC)S(=O)(=O)c1ccc(C(=O)Nc2nnc(NC(=S)Nc3ccccc3)s2)cc1 | -5% | -3% | -4% | ? | . | ? | ? | 28%[10 µM]
COc1ccc(N(C)S(=O)(=O)c2cccc(C(=O)OCC(=O)Nc3sc4c(c3C#N)CCCCC4)c2)cc1 | -1% | 4% | 2% | -3% | -3% | -16% | 9% | 3%[10 µM]
CCCCCCn1c(-c2ccco2)nc2oc3cc(OC)ccc3c(=O)c2c1=O | 5% | -1% | 0% | -2% | 5% | 0% | 0% | -24%[0.074 µM]
CN(C)C=Nc1nonc1-c1ncn[nH]1 | -4% | -5% | -21% | -1% | -7% | 3% | -1% | 5%[0.074 µM]
Cc1cc(Cl)ccc1-n1c(CCC(=O)O)ccc1-c1cccs1 | . | . | -26%[76.3 µM] | ? | . | -26% | -3% | .
O=C(O)c1ccccc1/C=N/Nc1nc(N2CCCCC2)nc(N2CCCCC2)n1 | 7% | -2% | 26% | -5% | 7% | 2% | 1% | 19%[10 µM]
Cc1noc(/C=C/N(C)C)c1S(=O)(=O)N1CCCC(C(=O)NCc2cccs2)C1 (configuration not stated) | 2% | 7% | 11% | ? | -14% | -21% | 6% | -34%
CC/C(=N\NC(=O)c1ccc2c(c1)OCO2)C12CC3CC(CC(C3)C1)C2 | -6% | -2% | -16% | -16% | -8% | -8% | 3% | 7%
C/C(=N\NC(=O)C1CC1c1ccccc1)c1cccs1 (configuration not stated) | -10% | -1% | 0% | -1% | 6% | -1% | -2% | 3%
CCN(CC)CCCNC(=O)c1cn(CC)c2ccc(S(=O)(=O)N3CCc4ccccc4C3)cc2c1=O | 3% | 5% | 4% | -16%&-6% | -5% | -12%&-10% | -1%&-7% | 4%
OCC1(CC2CCCCO2)CCN(Cc2cccc(O)c2)CC1 (configuration not stated) | 9% | 6% | 1% | -7% | 7% | -6% | -1% | 7%[10 µM]
CCc1ccccc1N1C(=O)[C@@H]2Cc3ccccc3CN2C1=O | 4% | -1% | 3% | -9% | . | -9% | -9% | 12%[10 µM]
Cc1ccc(C(=O)NCCCCNC(=O)c2ccc(C)o2)o1 | -13% | 6% | -3% | 3% | -1% | 4% | 11% | -6%
COCC(=O)Nc1ccc(Br)cc1 | -3% | -2% | -1% | -15% | -1% | -8% | 3% | 6%
CC(C(=O)Nc1ccccc1C(=O)N1CCCC1)n1nnc2ccccc21 (configuration not stated) | -2% | 4% | 5% | -12% | 1% | -14% | -3% | -20%[10 µM]
O=C(c1ccco1)N(Cc1ccc([N+](=O)[O-])cc1)c1ccc(Br)cc1 | -21% | 7% | -9% | -11% | 2% | -23% | 4% | -13%
